Rab2 wt GTP: changes GTP binding to wildtype dog Rab2A, up or down; GST-Rab2 wt beads, Bodipy-GTP binding, flow cytometry; AID 760; GTP binding activity, % at 10 µM; 190,000 compounds, 0.19% hits;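 active = GTP binding activity at least 20 points away from 100%, either lowered or raised; inconclusive = signal likely due to the compound's own green fluorescence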;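 note: 0% = beads with excess unlabeled GTP and 100% = no-compound control corrected for plate trend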
Pf gametocyte: inhibitors of late stage P. falciparum gametocyte viability; inhibition, % at 10.9 µM; 150,000 compounds, 0.065% hits; AID 743093; P. falciparum stage V gametocytes, ATP luminescence, 24 h;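 active = inhibition above the mean plus 3 SD of compounds within the control limits, set per campaign, cut at about 38% in these data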;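 note: 0% = DMSO wells and 100% = medium only without gametocytes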
Rab7 wt GTP bind: alters GTP binding to wildtype dog Rab7. GST-Rab7 beads, fluorescent GTP binding, flow cytometry; actives lie on both sides; untreated = 100%, excess cold GTP = 0%. GTP binding activity (percent of control), % at 10 µM. 190,000 compounds, 0.055% hits;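 active = fluorescent GTP binding to Rab7 beads changed by at least 20 points from the 100% baseline, either direction, mostly lower; inconclusive = compound itself probably fluorescent, or too few beads counted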;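 note: median green fluorescence of bound Bodipy-FL-GTP per Rab7 bead population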
HRas wt GTP: human HRas wildtype GTP binding, change in either direction; 190,000 compounds, 0.14% hits; P01112; GTP binding activity, % at 10 µM; GST-Ras wt beads, Bodipy-FL-GTP binding, flow cytometry; actives lie on both sides; AID 759;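 active = GTP binding activity at least 20% away from the 100% baseline, either lowered as inhibitor or raised as activator; inconclusive = flagged as likely green fluorescent, judged across all proteins in the well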;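 note: 0% = unlabeled GTP competition control and 100% = no-compound control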
Target sequence (P01112 whole entry, looked up): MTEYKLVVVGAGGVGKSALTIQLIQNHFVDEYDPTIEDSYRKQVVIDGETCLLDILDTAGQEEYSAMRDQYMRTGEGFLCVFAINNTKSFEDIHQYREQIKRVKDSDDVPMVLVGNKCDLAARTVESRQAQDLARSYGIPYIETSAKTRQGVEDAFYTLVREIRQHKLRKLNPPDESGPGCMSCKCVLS
Mcl-1 Bim block: inhibitors of Bim-Mcl-1 interaction, human; Q07820; 190,000 compounds, 0.1% hits; Bead-based flow cytometry, Bim peptide-Mcl-1 binding; inhibition, % at 10 µM; AID 1009; in the data active = inhibition above about 40%;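 note: 0% = no compound tracer wells and 100% = peptide blocker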
Target sequence (Q07820 whole entry, looked up): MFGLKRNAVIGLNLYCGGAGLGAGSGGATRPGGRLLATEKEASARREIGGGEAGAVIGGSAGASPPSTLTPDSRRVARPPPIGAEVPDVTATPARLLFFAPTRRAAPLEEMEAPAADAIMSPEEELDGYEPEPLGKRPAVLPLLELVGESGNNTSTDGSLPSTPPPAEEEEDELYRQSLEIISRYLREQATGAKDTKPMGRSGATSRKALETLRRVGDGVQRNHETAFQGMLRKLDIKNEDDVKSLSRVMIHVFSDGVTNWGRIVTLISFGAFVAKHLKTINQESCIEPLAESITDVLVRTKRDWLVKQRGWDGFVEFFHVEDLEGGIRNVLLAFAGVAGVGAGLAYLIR
Avidin bead fluor: avidin bead compound fluorescence profile. Avidin beads, compound fluorescence 488/530 nm, flow cytometry; stronger effect = higher value. fluorescence (KMESF) at 10 µM. 220,000 compounds, 0.38% hits; in the data active = fluorescence above about 47; note: inactives centre near 10
Rac1 act GTP bind: human Rac1 activated mutant GTP binding change; P63000; GST-Rac1 activated beads, fluorescent GTP binding, flow cytometry; actives lie on both sides; 100% means binding = to untreated wells; percent activity (GTP binding), % at 10 µM; 190,000 compounds, 0.11% hits; AID 764;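 active = GTP binding at least 20 percentage points away from the 100% baseline, in either direction, so actives lie on both sides; inconclusive = Compound likely fluorescent itself, or too few beads counted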
Cdc42 wt: human Cdc42 wildtype GTP binding change, either direction; GST-Cdc42 beads, Bodipy-GTP binding, flow cytometry; actives lie on both sides; 190,000 compounds, 0.2% hits; percent activity (GTP binding), % at 10 µM; AID 761; P60953;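 active = percent activity GTP binding at least 20 points away from the 100% baseline, either down as inhibitor or up as activator; inconclusive = compound flagged as likely green fluorescent from well-wide comparison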;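 note: median bead fluorescence of bound Bodipy-FL-GTP at 100 nM; 0% = excess unlabeled GTP control and 100% = no compound control; below 100% means less GTP binding so inhibitor and above means activator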
Target sequence (P60953 whole entry, looked up): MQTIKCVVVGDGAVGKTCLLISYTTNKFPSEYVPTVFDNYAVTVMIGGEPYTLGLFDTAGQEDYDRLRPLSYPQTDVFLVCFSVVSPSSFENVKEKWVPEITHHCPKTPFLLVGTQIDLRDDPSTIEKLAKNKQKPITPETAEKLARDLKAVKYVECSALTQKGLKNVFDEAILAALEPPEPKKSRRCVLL
Mcl1 Noxa PPI: Mcl-1/Noxa interaction inhibition; inhibition, % at 21.7 µM; TR-FRET Mcl-1/Noxa peptide binding, 2 h; AID 1022; Q07820; 220,000 compounds, 1.5% hits;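 active = compounds that cut the protein-peptide binding signal by more than 50% relative to plate controls in a single-dose test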;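 note: His-tagged Mcl-1 with rhodamine Noxa BH3 peptide and terbium anti-His antibody; 0% = Mcl-1 plus Noxa peptide wells and 100% = peptide-only wells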
Mcl1-Bid inh: disrupts binding of human Mcl-1 to Bid peptide | Q07820 | inhibition, % at 21.7 µM | TR-FRET Mcl-1/Bid-Dy647 peptide binding, 1536-well | AID 1021 | 220,000 compounds, 0.97% hits;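 active = compounds that cut the binding signal by more than half at the single screening dose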;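 note: His-tagged Mcl-1 with europium anti-His antibody binding Bid BH3 peptide; 0% = Mcl-1 plus peptide wells and 100% = peptide-only wells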
Rac1 wt modul: human Rac1 wildtype GTP binding, inhibitors and activators; GST-Rac1 beads, fluorescent GTP binding, flow cytometry; actives lie on both sides; 0 = cold GTP competed, 100 = untreated; P63000; GTP binding activity (% of control), % at 10 µM; 190,000 compounds, 0.27% hits; AID 757;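 active = GTP binding activity at least 20 points away from the 100% control level, either lower or higher; inconclusive = compound flagged as likely green fluorescent, judged across all proteins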
* marks the source's active call; other numbers are inactive results; ? = inconclusive; . = not tested or not shown; [ ] = remark or other dose.

Values run as follows: Rab2 wt GTP	Pf gametocyte	Rab7 wt GTP bind	HRas wt GTP	Mcl-1 Bim block	Avidin bead fluor	Rac1 act GTP bind	Cdc42 wt	Mcl1 Noxa PPI	Mcl1-Bid inh	Rac1 wt modul
O=C(NC1CCCCC1)C(c1ccc2ncccc2c1)N(Cc1ccco1)C(=O)c1ccc2c(c1)OCCO2 (configuration not stated)
 : 99	.	102	99	2	20	97	95	15	-38	100
COC(=O)c1ccc2nc(-c3ccc4c(c3)OCO4)cn2c1
 : 94	3	94	95	0	9	97	97	14	-60	96
O=C1C(CCS(=O)c2ccccc2)C(=O)N(c2ccccc2)N1c1ccccc1 (configuration not stated)
 : 101	.	95	100	-1	7	97	101	13	-5	99
COc1ccc(CNC(=O)/C=C/c2ccc(OCCCF)cc2)cc1
 : 102	-12	98	101	0	6	96	101	-6	-4	100
CCN1CCC(=NNC(=O)c2ccc(C)c([N+](=O)[O-])c2)CC1
 : 102	-1	100	102	-1	16	99	101	7	-16	98
C[C@H](NC(=O)c1ccccc1)C(=O)Nc1nc(-c2ccccn2)cs1
 : 92	2	94	94	-3	26	96	93	-13	-24	96
C[C@@H](C(=O)O)[C@H]1C[C@]1(C)[C@H](NC(=O)OCc1ccccc1)c1ccccc1
 : 98	-6	98	97	-3	9	96	104	19	-9	104
CN(c1ccc(C(=O)N2CCOCC2)cc1[N+](=O)[O-])C1CCCCC1
 : 102	-3	104	100	0	12	98	100	-19	0	98
COC(=O)c1cc(CNC(=O)c2ccc(O)c(Cl)c2)ccc1OC
 : 99	-21	93	94	-1	13	100	95	-2	-33	102
CCCC(=O)N1CCN(c2ccc(NC(=O)c3ccco3)cc2)CC1
 : 102	.	97	100	-2	6	99	102	15	-43	100
O=C(C[n+]1ccccc1)Nc1cc(C(F)(F)F)ccc1Cl
 : ?	-6	?	?	-3	1	?	?	14	0	?
CCn1cc(C(=O)NCc2ccc(C)o2)c2cc(OC)c(OC)cc2c1=O
 : 107	.	104	105	-2	11	101	108	7	-31	111
COC(=O)CCCCCN1C(=O)NC(c2ccccc2)C(C(=O)OCc2ccccc2)=C1C (configuration not stated)
 : 98	-42	99	104	-2	11	97	103	3	4	107
O=C(O)c1ccnc(Cl)c1
 : 98	.	99	98	-3	1	99	99	16	-30	99
Cc1cc(C(=O)Oc2ccccc2C(=O)O)c(C)o1
 : 116	0	104	110	-5	32	119	120*[activator]	6	-7	127*[activator]
Fc1ccccc1CSc1ncn[nH]1
 : 102	.	95	104	-4	7	99	104	-37	-6	102
CN(C(=O)CSc1nnc(-c2ccccc2)o1)c1c(N)n(Cc2ccccc2)c(=O)[nH]c1=O
 : 94	-10	94	94	1	12	94	91	18	0	97
c1ccc(-c2nnc(-c3ccccc3)o2)cc1
 : 103	-5	94	101	1	7	99	101	14	-14	100
CSC1=NCCN1C(=O)COc1ccccc1
 : 100	.	95	100	0	5	96	97	-4	-18	103
CCOc1ccc(/C=C/C(O)=C2/C(=O)NC3(C)CC2c2ccccc2O3)cc1OC (configuration not stated)
 : 96	14	98	96	0	15	96	96	13	1	99
CCC(=O)c1ccc(OCCSc2ncccn2)cc1
 : 93	.	96	94	-5	10	95	95	3	-18	93
CC(C)(C)C(=O)Nc1sc2c(c1C(=O)Nc1ccccn1)CCCC2
 : 94	-3	93	94	-1	12	94	99	-2	-10	96
O=C(OCc1cncs1)c1cccs1
 : 98	18	97	95	-1	10	94	96	5	-17	98
CCO[C@H]1OC(C(=O)N2CCN(Cc3ccc4c(c3)OCO4)CC2)=C[C@@H](c2csc3ccccc23)[C@@H]1CCCO
 : 96	.	105	95	-3	6	97	92	2	12	97
CCCC(=O)NC(=S)Nc1ccc(NC(=O)c2cccs2)cc1
 : 99	-13	96	98	-7	4	98	89	10	-85	102
COc1ccc(NC(=O)CNS(=O)(=O)c2ccccc2)cc1Cl
 : 105	-21	99	105	0	12	102	105	-6	-46	103
COc1ccc(C2CC(=O)C=C(NCC3CCCO3)C2)cc1 (configuration not stated)
 : 104	.	103	100	-3	17	101	106	-8	-1	104
C1=CC2CC1CC2CNCc1ccco1 (configuration not stated)
 : 103	.	98	103	-1	13	99	103	8	-11	103
CCOC(=O)C1CCCN(C(=O)c2ccccc2NC(C)=O)C1 (configuration not stated)
 : 98	.	99	100	-3	18	94	99	12	-4	97
O=C(O)CSCc1ccc(C(=O)O)o1
 : 100	3	99	98	0	14	99	98	15	20	103
N#Cc1ccc(NC(=O)CCc2nc3ccccc3s2)cc1
 : 97	.	102	99	-32	2	98	100	3	-35	101
CC(=O)Nc1ccc(Sc2ncnc3scc(-c4ccccc4)c23)cc1
 : 98	-1	98	99	-1	17	99	97	14	-11	101
COc1cccc(C2C(C#N)=C(N)SC(c3ccccc3)C2[N+](=O)[O-])c1 (configuration not stated)
 : 95	.	100	98	1	9	92	95	9	-4	93
Cc1cc(NC(=O)c2c(F)cccc2Cl)no1
 : 91	4	91	93	1	10	94	91	-8	-23	96
O=C(CC12CC3CC(CC(C3)C1)C2)NC(=S)NCc1ccco1
 : 96	12	97	98	-3	8	95	95	7	-34	101
Cn1ncc2c(NNC(=O)Cc3cccc4ccccc34)ncnc21
 : 99	3	98	102	0	10	101	106	15	-15	107
CCCCCCc1cc2cc(S(=O)(=O)c3ccc(Cl)cc3)c(=O)oc2cc1O
 : 100	.	99	99	0	5	91	95	2	7	99
CCN1CCc2c(OCC(=O)N3N=C(c4cccs4)CC3c3ccc(F)cc3)cccc2C1=O (configuration not stated)
 : 97	32	97	97	-5	11	96	100	-19	5	103
Cc1ccc(C)c(NC(=S)c2ccccn2)c1
 : 100	.	100	99	-6	15	96	98	33	-20	97
Cc1ccc(C(=O)NCCc2cccs2)cc1
 : 95	-5	96	97	0	10	97	97	14	-47	94
CCSc1nc2ccccc2c(=O)n1-c1c(C)n(C)n(-c2ccccc2)c1=O
 : 99	-9	97	98	-2	9	93	96	-13	-8	96
COC(=O)CSc1nc(-c2ccc(F)cc2)cc(C(F)(F)F)n1
 : 103	.	99	102	-4	6	100	106	14	1	108
CCN1CCN(C(=O)CCc2nnc(CCCCc3ccccc3)o2)[C@@H](C)C1=O
 : 94	-11	99	95	-6	11	93	94	12	-30	96
Cc1ccc(-c2nnc(SCC(=O)N3CCCC3)o2)cc1C
 : 98	4	101	101	-5	31	98	101	14	-29	104
COc1cc(NC(=S)Nc2ccc(S(=O)(=O)N3CCOCC3)cc2)cc(OC)c1OC
 : 99	-9	98	100	1	5	99	100	-24	4	101
CC(=O)Nc1ccc(SCC(=O)Nc2ccc(Cl)cn2)cc1
 : 95	12	95	95	0	5	93	97	-2	-25	97
CCc1nnc(NC(=O)C2CCCN(S(=O)(=O)c3ccccc3)C2)s1 (configuration not stated)
 : 95	-37	95	97	0	9	94	98	-15	-3	96
COc1ccccc1-c1nc(C#N)c(NCc2ccc(F)cc2)o1
 : 99	.	100	98	-3	37	97	100	11	-19	96
CCc1cccc(C)c1NC(=O)CO/N=C(\N)CC(=O)NC1CCCCC1
 : ?	.	?	?	-1	23	?	?	4	-17	?
CCC(C)(c1nnnn1-c1c(C)cccc1C)N(N=O)c1cccc(C(F)(F)F)c1 (configuration not stated)
 : 97	18	99	97	-1	6	97	98	9	-1	97

Further entries follow.
Values run as follows: Rab2 wt GTP	Pf gametocyte	Rab7 wt GTP bind	HRas wt GTP	Mcl-1 Bim block	Avidin bead fluor	Rac1 act GTP bind	Cdc42 wt	Mcl1 Noxa PPI	Mcl1-Bid inh	Rac1 wt modul
CC(C)CCN1CCN(Cc2ccc3nsnc3c2)CC1CCO (configuration not stated)
 : 99	8	106	99	-2	3	93	96	10	-16	99
CCOc1cccc(C(=O)Nc2cc(-c3nn4c(C)nnc4s3)ccc2C)c1
 : 103	.	104	103	0	8	100	104	15	-3	104
Cc1ccc(S(=O)(=O)N2CCN(C(=O)c3ccc(Cl)nc3)CC2)cc1
 : 98	-11	104	99	-1	11	96	96	11	-4	98
CCOc1ccc(/C=N/Nc2nc(N3CCCC3)nc(N3CCCC3)n2)cc1OC
 : 97	.	95	97	-1	9	96	96	1	-28	96
O=c1[nH]c(-c2ccccc2O)nc2c1CCCC2
 : 100	.	100	100	-1	35	98	105	-33	-9	106
Cc1cc(C)cc(OCC(=O)NNC(=O)CCC(=O)NCc2ccccc2)c1
 : 101	.	100	100	.	3	97	100	11	7	104
Cc1ccc(NS(=O)(=O)c2ccc3[nH]c(=O)[nH]c3c2)c(C)c1
 : 97	-4	97	96	0	11	97	97	24	0	102

Source: PubChem (several laboratories)
